hIAP block = human IAP inhibition; P09923; purified IAP, CDP-Star luminescence, 30 min; inhibition, % at 10 µM; 330,000 tested, 0.12% active;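 active = inhibition reaching a set limit with compound at 10 µM in the primary screen, cut at about 35% in these data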;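 note: plate controls were DMSO wells with enzyme for no effect and no-enzyme buffer wells for full effect; values of inactives mirror those of a sister screen read the other way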
Target sequence (P09923 whole entry, looked up): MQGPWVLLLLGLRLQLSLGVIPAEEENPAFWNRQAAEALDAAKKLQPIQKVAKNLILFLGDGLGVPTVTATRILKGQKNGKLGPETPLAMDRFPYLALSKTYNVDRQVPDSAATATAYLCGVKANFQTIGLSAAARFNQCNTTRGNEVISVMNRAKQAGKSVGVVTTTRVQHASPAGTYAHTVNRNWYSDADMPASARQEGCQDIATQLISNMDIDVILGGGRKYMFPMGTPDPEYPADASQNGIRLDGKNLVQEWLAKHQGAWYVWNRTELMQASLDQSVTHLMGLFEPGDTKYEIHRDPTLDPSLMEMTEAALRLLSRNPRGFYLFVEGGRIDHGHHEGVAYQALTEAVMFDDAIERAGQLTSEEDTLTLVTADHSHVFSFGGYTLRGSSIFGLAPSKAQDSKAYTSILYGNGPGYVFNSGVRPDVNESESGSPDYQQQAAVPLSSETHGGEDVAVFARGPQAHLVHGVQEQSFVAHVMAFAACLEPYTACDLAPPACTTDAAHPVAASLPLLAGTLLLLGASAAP
hIAP act = human IAP activation; 330,000 tested, 0.16% active; P09923; activation factor at 10 µM; purified human IAP, CDP-Star luminescence, 30 min; active compounds read high; 1 = vehicle-only enzyme, 0 = enzyme-free background;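 active = activation factor of the enzyme at least 2-fold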; note: the source names both 10 and 20 µM as test concentration; values of inactives mirror those of a sister screen read the other way
PfG6PD inh = PfG6PD (Plasmodium falciparum) enzyme inhibition. AID 504690. PfGluPho enzyme, NADPH resazurin-diaphorase fluorescence. inhibition, % at 20 µM. 350,000 tested, 0.78% active;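 active = inhibition reaching at least a set limit at 20 µM in the primary screen, cut at about 59% in these data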;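 note: 0% = DMSO wells with substrate and 100% = DMSO wells lacking glucose-6-phosphate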
HKDC1 inhibitor = HKDC1 (human) hexokinase inhibition | Q2TB90 | recombinant HKDC1, G6PDH/diaphorase resazurin coupled fluorescence | inhibition, % at 20 µM | 340,000 tested, 0.16% active | AID 493160;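 active = inhibition above about 35% when tested at 20 µM, limit read from the data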;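 note: plate controls were DMSO wells with enzyme for no effect and DMSO wells lacking enzyme for full effect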
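Test system: recombinant HKDC1 (HK5) hexokinase enzyme, produced in-house / Doses: 20 µM test compound, 1% DMSO / Timing: 90 min, room temperature / Detection: G6PDH/diaphorase-coupled fluorescence, 1 mM NADP, 100 µM resazurin, 525/613 nm / Control set: DMSO wells with and without enzyme mix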
ATG4B inh = blocks human ATG4B protease cleavage of LC3 substrate; Q9Y4P1; ATG4B cleavage of LC3-PLA2, NBD-HPC fluorescence, 1 h; inhibition, % at 8.33 µM; 340,000 tested, 0.51% active; AID 504462; in the data active = inhibition above about 40%
mIAP activ = increases mouse intestinal alkaline phosphatase activity. muIAP, CDP-Star luminescence, 30 min; active compounds read high; 1 = vehicle-only enzyme signal, 0 = enzyme-free wells. activation factor at 10 µM. 330,000 tested, 0.24% active. AID 2805;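 active = activation factor of at least 2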; note: the source names both 10 and 20 µM as test concentration; values of inactives mirror those of a sister screen read the other way
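Assay system: mouse IAP enzyme; reagent: chemiluminescent substrate CDP-Star; dosing: test compounds delivered from DMSO solution; schedule: 30 min at room temperature; measured by: luminescence from enzymatic CDP-Star hydrolysis; controls: DMSO-only wells and no-enzyme negative control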
A3A deaminase = blocks human APOBEC3A ssDNA deamination; P31941; recombinant A3A, FAM/TAMRA ssDNA deamination fluorescence; inhibition, % at 20 µM; 330,000 tested, 0.41% active;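 active = at least 40% inhibition at 20 µM here, with at most 30% in a related deaminase screen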;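 note: plate controls were A3A with DMSO for no effect and wells lacking A3A enzyme for full effect; some results filed as inactive read as strong as hits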
Target sequence (P31941 whole entry, looked up): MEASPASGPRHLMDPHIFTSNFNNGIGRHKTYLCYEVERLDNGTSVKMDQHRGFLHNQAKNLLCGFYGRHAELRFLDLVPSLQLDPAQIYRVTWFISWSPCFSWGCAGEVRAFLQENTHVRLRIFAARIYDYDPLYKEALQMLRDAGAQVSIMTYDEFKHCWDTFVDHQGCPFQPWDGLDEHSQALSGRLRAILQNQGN
mIAP block = mouse IAP inhibition; purified mouse IAP, CDP-Star luminescence, 30 min; inhibition, % at 10 µM; 330,000 tested, 0.2% active;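 active = inhibition of at least 40% at 10 µM in the primary screen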;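 note: plate controls were DMSO with enzyme for no effect and no enzyme wells for full effect; values of inactives mirror those of a sister screen read the other way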
The depositor's hits bear a star.

SMILES	hIAP block	hIAP act	PfG6PD inh	HKDC1 inhibitor	ATG4B inh	mIAP activ	A3A deaminase	mIAP block
COc1ccc(-n2c(C)nc3c(cnn3-c3ccccc3)c2=O)cc1	-23	1.2	-8	-8	2	1	-1	-1
O=C(CCOc1ccccc1)Nc1ccccc1[N+](=O)[O-]	-28	1.3	10	11	-5	0.94	-1	6
COc1ccc(C2=NN(C(=O)/C=C/c3ccccc3)C(c3ccccc3)C2)c(OC(C)=O)c1 (stereo not given)	21	0.79	-4	15	-5	0.89	0	11
COc1ccc(CCC(=O)Nc2ccc3c(c2)OCO3)cc1	-16	1.2	10	-5	0	0.78	-3	22
COc1ccc2c(C#N)c3ccccn3c2c1	-29	1.3	44	14	-10	1.6	2	-60
CCC(=O)NCCCc1nc(-c2ccccc2)no1	6	0.94	-5	4	-3	1	-1	-1
COCC(C)n1c(C)cc(C(=O)COC(=O)c2n[nH]c3ccccc23)c1C (stereo not given)	-10	1.1	2	2	-18	1	8	0
Cc1ccccc1N(CC(=O)NCC1CCCO1)C(=O)CNS(=O)(=O)c1ccc(F)cc1 (stereo not given)	-10	1.1	-8	-2	-3	1	-5	-4
OCCN1CCN(c2nnc(-c3ccccc3)c3ccccc23)CC1	-17	1.2	-8	5	-12	0.94	-3	6
CCCC(=O)Nc1sc2c(c1C#N)CCCCC2	11	0.89	14	-10	-3	1.1	-1	-7
CN(Cc1ccco1)C(=O)C1CCCN(c2ncnc3c2nc2n3CCCCC2)C1 (stereo not given)	-4	1	-12	3	0	1.1	2	-7
Cn1cnc([N+](=O)[O-])c1Sc1ncnc2nc[nH]c12	6	0.94	9	-2	0	0.99	1	1
O=C(NCc1ccco1)c1cccc(-c2nnc(-c3ccccc3)o2)c1	-8	1.1	-6	11	-4	1	-20	0
Cc1ccc(NNC2CC(=O)N(c3cccc(Cl)c3)C2=O)cc1 (stereo not given)	0	1	12	-3	2	0.93	0	7
O=C(CNC(=O)c1ccc(Cl)cc1Cl)OCc1cn2cc(Br)ccc2n1	-16	1.2	12	0	3	1	-1	-2
CCCc1nc2nc(C)c(NS(=O)(=O)c3ccc(CC(C)C)cc3)c(=O)n2[nH]1	3	0.97	-36	1	2	0.98	8	2
CCC[C@H](CN[C@@H](CNC)[C@H](C)O)NCCc1ccc(OC)cc1	-5	1	-17	-6	11	0.95	-3	4
O=C(CSc1nnc(-c2cccnc2)n1Cc1ccco1)c1ccc(Br)cc1	-9	1.1	6	7	-7	1	-1	-4
Cc1ccccc1-n1nc(C)c2cc(C(=O)N3CCN(S(=O)(=O)c4ccc(Cl)cc4)CC3)sc21	-5	1.1	11	-4	-11	1	-1	-5
Cc1ccc(S(=O)(=O)N2CCN(CCOc3cccc(C)c3)CC2)cc1	-2	1	3	0	-6	0.88	0	12
COc1ccc(Cc2nnc(NCCO)[nH]c2=O)cc1OC	6	0.94	2	-1	0	0.98	9	2
COCC(=O)OCC(=O)c1cc(C)n(-c2ccc(Br)cc2)c1C	-15	1.2	10	-5	0	1.1	-4	-9
COc1ccc(Cl)cc1NC(=O)COC(=O)C1COc2ccccc2O1 (stereo not given)	-10	1.1	-2	-1	-24	0.96	0	4
Cc1ccc2sc(C)[n+](CCO)c2c1	-13	1.1	45	-7	0	0.93	-2	7
O=C(C1CCCN(Cc2cccc(Cl)c2)C1)N1CCCCC1 (stereo not given)	-19	1.2	-13	1	-4	0.97	-4	2
CCCN1CCN(C(=O)Nc2ccc(OCC)cc2)CC1	-10	1.1	12	-12	-12	1.1	-2	-9
Cc1ccc(S(=O)(=O)NCC(=O)N(CC(=O)NCc2ccco2)C2CCCC2)cc1	-13	1.1	-7	-6	3	1	13	-4
CC(=O)NCCC(Cc1ccccc1)c1ccco1 (stereo not given)	-24	1.2	16	2	-7	1	-2	-2
CC(C)(C)NC(=O)c1cccc(NC(=O)c2ccc3c(c2)C(=O)N(C(C)(C)C)C3=O)c1	-11	1.1	2	3	-7	0.99	-6	1
Cc1cc[n+](-c2[nH]c(=O)sc2/C=N/N=C(\[O-])CCn2c3ccccc3c3ccccc32)cc1	-10	1.1	1	5	-24	0.85	-1	15
Cc1cccc(NC(=O)CSCC(=O)Nc2ccccc2N2CCCC2)c1	-2	1	6	3	7	0.89	-5	11
COc1ccc(C(=O)Nc2ccnn2C2CCN(Cc3ccc4nonc4c3)CC2)cc1	18	0.82	-7	0	-5	0.95	3	5
CCCNC(=O)Nc1ccccc1SC	-4	1	8	-13	-10	0.99	2	1
COc1ccccc1C(=O)Nc1ccccc1C(=O)Nc1ccccc1	-1	1	9	-4	-3	1	-5	-4
C/C(=N\NC(=O)c1ccccc1O)c1ccc(NC(=O)c2ccccc2)cc1	-13	1.1	18	8	-3	0.9	-5	10
CC1CCC2(CC1)NC(=O)N(CC(=O)N1CCc3ccccc3C1)C2=O (stereo not given)	-15	1.1	9	0	-7	1	-2	-2
COc1cc(CNc2cccc3[nH]c(C(F)(F)F)nc23)cc(OC)c1	6	0.94	12	14	-3	1	-6	-2
Cc1cc(C)n2nc(SCC(=O)N3CCC(C)CC3)nc2n1	1	0.99	5	-2	-4	0.97	12	3
O=C(COc1ccc(Cl)cc1)NCc1ccccc1	2	0.98	10	-6	1	1	-3	-3
COc1ccc(N2C(=O)CC(NNC(=O)c3cccnc3)C2=O)cc1 (stereo not given)	-6	1.1	10	-1	12	0.99	-4	1

A different layout for some results above:
Value order: hIAP block	hIAP act	PfG6PD inh	HKDC1 inhibitor	ATG4B inh	mIAP activ	A3A deaminase	mIAP block
COc1ccc(Cc2nnc(NCCO)[nH]c2=O)cc1OC
    6	0.94	2	-1	0	0.98	9	2
COCC(=O)OCC(=O)c1cc(C)n(-c2ccc(Br)cc2)c1C
    -15	1.2	10	-5	0	1.1	-4	-9
COc1ccc(Cl)cc1NC(=O)COC(=O)C1COc2ccccc2O1 (stereo not given)
    -10	1.1	-2	-1	-24	0.96	0	4
Cc1ccc2sc(C)[n+](CCO)c2c1
    -13	1.1	45	-7	0	0.93	-2	7
O=C(C1CCCN(Cc2cccc(Cl)c2)C1)N1CCCCC1 (stereo not given)
    -19	1.2	-13	1	-4	0.97	-4	2
CCCN1CCN(C(=O)Nc2ccc(OCC)cc2)CC1
    -10	1.1	12	-12	-12	1.1	-2	-9
Cc1ccc(S(=O)(=O)NCC(=O)N(CC(=O)NCc2ccco2)C2CCCC2)cc1
    -13	1.1	-7	-6	3	1	13	-4
CC(=O)NCCC(Cc1ccccc1)c1ccco1 (stereo not given)
    -24	1.2	16	2	-7	1	-2	-2
CC(C)(C)NC(=O)c1cccc(NC(=O)c2ccc3c(c2)C(=O)N(C(C)(C)C)C3=O)c1
    -11	1.1	2	3	-7	0.99	-6	1
Cc1cc[n+](-c2[nH]c(=O)sc2/C=N/N=C(\[O-])CCn2c3ccccc3c3ccccc32)cc1
    -10	1.1	1	5	-24	0.85	-1	15
Cc1cccc(NC(=O)CSCC(=O)Nc2ccccc2N2CCCC2)c1
    -2	1	6	3	7	0.89	-5	11
COc1ccc(C(=O)Nc2ccnn2C2CCN(Cc3ccc4nonc4c3)CC2)cc1
    18	0.82	-7	0	-5	0.95	3	5
CCCNC(=O)Nc1ccccc1SC
    -4	1	8	-13	-10	0.99	2	1

More structures
SMILES	hIAP block	hIAP act	PfG6PD inh	HKDC1 inhibitor	ATG4B inh	mIAP activ	A3A deaminase	mIAP block
COc1cc(NC(=O)C2CCCCC2)c2ncccc2c1	1	0.99	2	4	6	1.1	11	-5
Cn1ncc2c(Nc3cc(Cl)cc(Cl)c3)ncnc21	-7	1.1	20	5	-11	1.1	-4	-13
Cc1ccccc1-c1nnc(-c2ccccc2C)o1	-1	1	-4	1	4	0.9	0	10
Cc1ccc(Oc2ccc(C(=O)NC3CCSC3=O)cn2)cc1 (stereo not given)	-23	1.2	33	-2	-11	1	-1	-3
COCC(=O)N1CCC(Oc2ccc(C(=O)N3CCSCC3)cc2)CC1	-18	1.2	-3	-7	3	0.9	0	10
Cc1ccc(N(C)S(=O)(=O)c2cccc(C(=O)NCC(c3cccs3)N3CCOCC3)c2)cc1 (stereo not given)	9	0.91	-2	2	2	0.96	-5	4
CC1(c2ccccc2)O[C@@H]2C[C@H]3[C@@H]4CCC5=CC(=O)C=C[C@]5(C)[C@@]4(F)[C@@H](O)C[C@]3(C)[C@]2(C(=O)CO)O1 (stereo not given in full)	-7	1.1	-3	0	-23	1.1	1	-9
O=C(CN1C(=O)NC2(CCCC2)C1=O)Nc1ccc(S(=O)(=O)N2CCOCC2)cc1	11	0.89	-11	4	-4	0.95	2	5
COc1ccc(Cl)cc1NC(=O)Cc1c(F)cccc1Cl	6	0.94	8	7	8	0.98	-5	2
CC1=Nn2c(nc(-c3ccccc3)c2-c2ccccc2)NC(=O)C1Br (stereo not given)	-9	1.1	-2	2	7	0.98	-5	2
CCOc1ccccc1C(=O)N(CCC(=O)OC)c1ccccn1	-7	1.1	-22	2	6	1.1	5	-8
CCOC(=O)c1ccc(NC(=O)CCC(=O)OC)cc1	-13	1.1	-14	3	7	1	3	-4
CC1=C(C(=O)NCc2ccccc2)C(c2cccs2)n2ncnc2N1 (stereo not given)	10	0.9	-4	1	10	0.94	0	6
CC(CN1CCOCC1)OC(=O)C(C)(c1ccccc1)c1ccccc1 (stereo not given)	-32	1.3	-13	2	-8	1	-4	-3
O=C(NCCC1=CCCCC1)c1cc(S(=O)(=O)N2CCOCC2)c(Cl)cc1Cl	16	0.84	8	-2	-1	0.95	-5	4
Cc1c(C(=O)c2cccc([N+](=O)[O-])c2)c2ccccn2c1CCC#N	11	0.89	-1	-7	-3	0.85	-20	15
CCOC(=O)Cn1c(=N)n(CCOc2ccc(OC)cc2)c2ccccc21	8	0.93	-7	-2	-2	1.1	0	-7
O=C(CSc1nc(=O)n(CCCN2CCOCC2)c2c1CCCC2)Nc1ccc(Cl)cc1	-3	1	6	-1	-10	0.92	-1	8
CN1CCC(N(C)C(=O)c2ccccc2Nc2ccc(SC(F)F)cc2)CC1	3	0.97	2	1	-5	1	3	-1
O=C(CCCN1CCC(NC(=O)c2ccccc2)CC1)c1ccc(Cl)cc1	11	0.89	6	7	-4	1.1	-2	-14
Cc1cccc(N)c1-c1c(C)cccc1N	10	0.9	7	-2	-2	0.94	-4	6
O=C(COc1ncnc2ccc(Br)cc12)NCc1ccco1	18	0.82	-1	1	-8	0.99	1	1
CC(C)CN1C(=O)c2ccc(C(=O)Nc3ccccn3)cc2C1=O	18	0.82	-12	-5	1	0.9	-2	10
COc1cc(C(=O)Nc2ccc(NC(=O)c3cccc(Cl)c3)nc2)cc(OC)c1OC	-11	1.1	12	5	-17	1	-4	-2
COc1ccc(/C=C(/NC(=O)c2ccccc2Cl)C(=O)NCCCC(=O)O)cc1	4	0.96	-16	-6	-3	1	4	-4
Cc1cccc(N(CC(=O)N2CCCCCC2)S(C)(=O)=O)c1	-10	1.1	-13	1	5	1	-3	-3
